Insulin prom inh – inhibitors of insulin promoter-driven GFP, primary screen, imaging, TRM-6 cells (human fetal islet line), eGFP reporter, cell count | reporter expression induced with tamoxifen | inhibition, % at 2 µM | actives 0.9% (n = 130,000) | AID 1273, 2008;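 active = inhibition above the mean plus 3 SD, with well images judged a real hit on visual review, cut at about 60% in these data, passing the limit was not always enough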
sdo1 growth – growth rescue of sdo1-depleted yeast, primary screen, S. cerevisiae, bone marrow failure model | actives 0.21% (n = 140,000) | z-score at 10 µM | S. cerevisiae sdo1-depleted JHY4D growth rescue, OD600 30 h; stronger effect = higher value; pdr5 snq2 efflux-pump mutant strain;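 active = z-score above 3 at both the 24 hr and the 30 hr optical density reads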;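 note: z-score against mean and SD of all compound wells on the same plate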
sdo1 growth Rescue 24 h – also measured in sdo1 growth; calls as there; z-score; S. cerevisiae sdo1-depleted JHY4D growth rescue, OD600; measured here: growth rescue at 24 h;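 0 is the plate mean of compound wells and units are plate SD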
* = called active by the depositor; / = not tested or not shown; [ ] = remark or other dose. Some of the compounds tested, so the mix of outcomes need not match the whole.

Insulin prom inh	sdo1 growth	sdo1 growth Rescue 24 h	smiles
/	1.1	1.7	CCCn1c(Nc2nc3ccccc3n2C)nc2ccccc21
-44	/	/	Cc1cc(O)ccc1N1C(=O)c2cccc3cc([N+](=O)[O-])cc(c23)C1=O
-14	-1	0.09	Cc1ccsc1/C=N/NC(=O)CSCc1ccc(Cl)cc1
-19	-1.2	-0.4	Cc1ccc(-c2csc(N(CCCN3CCOCC3)C(=O)c3ccco3)n2)cc1
-5	/	/	CC(=O)Nc1cccc(-c2cn3ccccc3n2)c1
6	-0.23	-0.87	Cc1cc(C)n(C(=O)CCCC(=O)n2nc(C)cc2C)n1
/	1	0.15	COC(=O)c1ccc(NC(=O)CN2CCOCC2)cc1
/	-1.3	-1.2	O=C(CSc1nc2ccccc2s1)Nc1ccc(N2CCOCC2)c(Cl)c1
32	0.14	-0.44	CCCC1(C)SC(NC(C)=O)=NN1C(C)=O (stereo not drawn)
-5	1.4	-0.44	COc1ccc2oc(=O)c(C(=O)NCc3cccnc3)cc2c1
-11	/	/	CC(C)Cn1c(N)c(C(=O)COC(=O)c2ccc(O)cc2)c(=O)n(C)c1=O
50	-0.34	-1.1	CCN1CCN(C(c2cccs2)C(C)NC(=O)c2c(F)cccc2F)CC1 (stereo not drawn)

(list continues)
Insulin prom inh	sdo1 growth	sdo1 growth Rescue 24 h	smiles
18	-0.78	0.82	COc1ccc2c(c1)CC/C(=C\Nc1ccc3c(c1)OCO3)C2=O
/	-1.6	-1.1	COc1cc(C(=O)NC(=S)Nc2ccc(N3CCCC3)cc2)cc(OC)c1OC
57	-2	-0.99	CC(C)CC(=O)/C(=C\c1ccc(Cl)cc1Cl)n1cncn1
-92	-1.4	0.5	Cc1ccc(/C(N)=N/OC(=O)COc2ccc(Cl)c(C)c2)cc1
-76	0.07	0.16	CN(C)CCCN(C(=O)CCc1ccccc1)c1nc2c(F)cccc2s1
-14	9.1*	3.5*	CC1(C)NC(=O)N(CC(O)CN2C(=O)NC(C)(C)C2=O)C1=O
-36	-2.1	-1	CCN(CC)C(=S)SSC(=S)N(CC)CC
-55	/	/	COc1ccccc1CNC(=O)CC1Sc2ccccc2NC1=O (stereo not drawn)
/	-0.13	-0.17	O=C1c2oc3ccc(Cl)cc3c(=O)c2C(c2cccc(Br)c2)N1CCO (stereo not drawn)
/	0.12	-0.54	NS(=O)(=O)c1ccc(NC(=O)COC(=O)CSc2n[nH]c(-c3ccccc3)n2)cc1
-21	/	/	CC(=O)Nc1ccc(S(=O)(=O)N(CCCN2CCOCC2)Cc2cccs2)cc1
-43	0.78	0.4	CCN(CC)C(=O)c1ccc2nc3ccccc3nc2c1

Additional structures
Insulin prom inh	sdo1 growth	sdo1 growth Rescue 24 h	smiles
-60	-0.1	-0.88	COC(=O)CON1C(=O)c2ccccc2C1=O
-34	-0.01	-0.75	OC1(c2ccccc2)CCN(Cc2ccccc2)C2CCCCC21 (stereo not drawn)
-67	-0.91	-1.1	Cc1occc1-c1nnc(SCC(=O)Nc2ccccc2-c2ccccc2)n1C
29	-0.54	-1.4	COc1cc(OC)cc(C(=O)N[C@H](C(=O)OCC(=O)Nc2cccc(F)c2)C(C)C)c1
0	1.8	2.3	CC(C)C(=O)NCCCc1ccccc1
24	1	1.1	O=C(NCCN1CCN(c2ccccc2)CC1)c1ccc(NC(=O)C2CCCO2)cc1 (stereo not drawn)
10	-0.03	-0.01	CCN(CC)CCN(C(=O)Cn1nnc(-c2ccc(OC)c(OC)c2)n1)C(C(=O)NC1CCCC1)c1ccc(F)cc1 (stereo not drawn)
/	-0.01	-0.29	O=C(NCCN1C(=O)C2C3C=CC(C3)C2C1=O)NCc1ccccc1 (stereo not drawn)
14	-1.3	0.39	CCc1cccc2c(C(=O)Cn3nnc(-c4ccc(OC)c(OC)c4)n3)c[nH]c12
53	/	/	CC1CCCN(c2cc(N(C)CCO)c([N+](=O)[O-])c3nonc23)C1 (stereo not drawn)
13	1.4	0.43	COc1coc(C(O)CN)cc1=O (stereo not drawn)
-18	/	/	CCCn1c(SCC(=O)C(C)(C)C)nc2ccccc21

(listing goes on)
Insulin prom inh	sdo1 growth	sdo1 growth Rescue 24 h	smiles
31	-0.38	-1.1	O=C(O)CCC(=O)Nc1ccc(Cc2ccc(NC(=O)CCC(=O)O)c(O)c2)cc1O
4	1.4	0.45	CCC1(c2ccccc2)NC(=O)N(CC(=O)N2CCN(S(=O)(=O)c3ccccc3)CC2)C1=O (stereo not drawn)
57	/	/	CCOC(=O)N1CCC(NC(=S)Nc2ccc3nc(N4CCN(C)CC4)cc(C)c3c2)CC1
/	1.2	0.66	COc1cccc(CNC(=O)Cn2cccc2)c1
/	0.65	0.04	CC(C)N(Cc1cc2ccccc2[nH]c1=O)C(=O)c1cccnc1
-37	-0.42	-0.82	CCOC(=O)c1c(NC(=O)CSc2nnc(-c3ccco3)o2)sc(C)c1C
54	0.56	0.3	NC(=S)NNc1cccc(Cl)c1
/	0.3	0.73	Cc1ccc(-c2nn3c(C)nnc3s2)cc1NC(=O)C(C)C
-54	0.85	0.72	Cc1ccc(N=C2NC(=O)C(CC(=O)NCc3ccccc3)S2)cc1C (stereo not drawn)
-10	-0.02	0.05	Cc1nc(C)c(C(=O)Nc2ccccc2)s1
14	0.05	-0.54	O=C(Nc1ccccc1C(=O)N1CCOCC1)c1cccnc1
-31	-0.28	-0.15	Cc1ccccc1NC(=O)N(CCc1nc2ccccc2[nH]1)Cc1ccccc1

Laid out differently: entries from further up
Screens in order: Insulin prom inh, sdo1 growth, sdo1 growth Rescue 24 h
COc1cc(OC)cc(C(=O)N[C@H](C(=O)OCC(=O)Nc2cccc(F)c2)C(C)C)c1
 : 29, -0.54, -1.4
CC(C)C(=O)NCCCc1ccccc1
 : 0, 1.8, 2.3
O=C(NCCN1CCN(c2ccccc2)CC1)c1ccc(NC(=O)C2CCCO2)cc1 (stereo not drawn)
 : 24, 1, 1.1
CCN(CC)CCN(C(=O)Cn1nnc(-c2ccc(OC)c(OC)c2)n1)C(C(=O)NC1CCCC1)c1ccc(F)cc1 (stereo not drawn)
 : 10, -0.03, -0.01
O=C(NCCN1C(=O)C2C3C=CC(C3)C2C1=O)NCc1ccccc1 (stereo not drawn)
 : /, -0.01, -0.29
CCc1cccc2c(C(=O)Cn3nnc(-c4ccc(OC)c(OC)c4)n3)c[nH]c12
 : 14, -1.3, 0.39
CC1CCCN(c2cc(N(C)CCO)c([N+](=O)[O-])c3nonc23)C1 (stereo not drawn)
 : 53, /, /
COc1coc(C(O)CN)cc1=O (stereo not drawn)
 : 13, 1.4, 0.43
CCCn1c(SCC(=O)C(C)(C)C)nc2ccccc21
 : -18, /, /
O=C(O)CCC(=O)Nc1ccc(Cc2ccc(NC(=O)CCC(=O)O)c(O)c2)cc1O
 : 31, -0.38, -1.1
CCC1(c2ccccc2)NC(=O)N(CC(=O)N2CCN(S(=O)(=O)c3ccccc3)CC2)C1=O (stereo not drawn)
 : 4, 1.4, 0.45
CCOC(=O)N1CCC(NC(=S)Nc2ccc3nc(N4CCN(C)CC4)cc(C)c3c2)CC1
 : 57, /, /
COc1cccc(CNC(=O)Cn2cccc2)c1
 : /, 1.2, 0.66
CC(C)N(Cc1cc2ccccc2[nH]c1=O)C(=O)c1cccnc1
 : /, 0.65, 0.04
CCOC(=O)c1c(NC(=O)CSc2nnc(-c3ccco3)o2)sc(C)c1C
 : -37, -0.42, -0.82
NC(=S)NNc1cccc(Cl)c1
 : 54, 0.56, 0.3
Cc1ccc(-c2nn3c(C)nnc3s2)cc1NC(=O)C(C)C
 : /, 0.3, 0.73
Cc1ccc(N=C2NC(=O)C(CC(=O)NCc3ccccc3)S2)cc1C (stereo not drawn)
 : -54, 0.85, 0.72

The results go on.
Insulin prom inh	sdo1 growth	sdo1 growth Rescue 24 h	smiles
-37	0.2	0.49	CCOC(=O)N1CCN(C(=O)c2ccc3c(=O)n(Cc4ccc(OC)cc4)c(=S)[nH]c3c2)CC1
0	0.01	0.29	COC(=O)C1NN=C(C(=O)c2ccccc2)C1c1ccccc1 (stereo not drawn)
-13	2.2	2.6	CC(=O)NCc1cc(-c2nn(C)c(=O)c3ccccc23)ccc1C
-23	-1.3	-0.83	Cc1cc(S(=O)(=O)Nc2nc(CN3CCOCC3)nc3sc4c(c23)CCCC4)ccc1F
8	0.2	-0.44	Cc1ccc(CN2CC(C(=O)Nc3ccc4c(C)cc(=O)oc4c3)CC2=O)cc1 (stereo not drawn)
-24	0	0.28	CCN(CC)C(=O)CSc1nnc(-n2nc(C)cc2C)c2ccccc12
/	1.6	1.1	COc1ccc(CCNC(=O)C2CCCN(C(=O)N(C)C)C2)c(OC)c1 (stereo not drawn)
16	0.05	-0.37	O=C(NCCC1=CCCCC1)C1CC(=O)N(C2CCCCC2)C1 (stereo not drawn)
/	0.11[13.7 µM]	-0.3	COC(=O)c1cc2c(s1)CS(=O)C2 (stereo not drawn)
-20	0.21	-0.09	Cc1ccccc1Nc1nc(N)nc(COC(=O)c2ccc(S(=O)(=O)N(C)C)cc2)n1
0	-1.1	-1.1	Cc1ccc2cc3cc(C(=O)N4CCCCC4C)oc3nc2c1 (stereo not drawn)
24	/	/	CC(C)n1c(=O)[nH]c2cc(C(=O)Nc3ccccc3)ccc21

(next part)
Insulin prom inh	sdo1 growth	sdo1 growth Rescue 24 h	smiles
-48	-0.59	-0.85	Cc1cc(C)c(C#N)c(SCSCc2ccccc2)n1
4	1.9	1.9	COc1cccc(/C=N/NC(=O)CCc2ccccc2)c1
29	0.57	-0.13	COc1cccc(-c2nnc(N(C)C(=O)c3ccno3)s2)c1
-281	-1.9	-1.6	CC(/C=C/c1ccccc1)=N\NC(=O)C1CC1(C)c1ccccc1 (stereo not drawn)
6	0.95	1.3	O=C(NCc1ccco1)C1CCCN(S(=O)(=O)Cc2ccccc2)C1 (stereo not drawn)
-43	0.13	0.07	COc1ccc(C(C)=O)cc1CSc1nnc(Nc2ccccc2)s1
-10	0.29	-0.09	Cc1cnc(C(=O)NCCc2ccc(S(=O)(=O)NC(=O)NC3CCCCC3)cc2)cn1
/	-0.13	1.3	CCC(Sc1nc2n[nH]c(C)c2c(=N)n1-c1cccc(Cl)c1C)C(=O)N(CC)CC (stereo not drawn)
/	-0.61	-1.4	CC1=CC(C)(C)N2C(=O)C3(C(C#N)=C(N)OC4=C3C(=O)CCC4)c3c(C)c(C)cc1c32 (stereo not drawn)
-18	/	/	Cc1occc1C(=O)N/N=C/C=C/c1ccccc1[N+](=O)[O-]
9	0.15	-0.47	O=CN1CCN(C(C(=O)NC2CCCC2)c2ccc(Cl)cc2)CC1 (stereo not drawn)
-8	/	/	CC1CCCCN1C(=O)CSc1nc(-c2ccccc2)cn1N (stereo not drawn)

Some of these compounds in order of count of non-hydrogen atoms, largest number first.
Insulin prom inh	sdo1 growth	sdo1 growth Rescue 24 h	smiles
/	-0.13	1.3	CCC(Sc1nc2n[nH]c(C)c2c(=N)n1-c1cccc(Cl)c1C)C(=O)N(CC)CC (stereo not drawn)
-281	-1.9	-1.6	CC(/C=C/c1ccccc1)=N\NC(=O)C1CC1(C)c1ccccc1 (stereo not drawn)
4	1.9	1.9	COc1cccc(/C=N/NC(=O)CCc2ccccc2)c1

Remaining list, next part
Insulin prom inh	sdo1 growth	sdo1 growth Rescue 24 h	smiles
56	-0.37	-0.86	COc1ccc(OCC(O)CON2C(=O)c3ccccc3C2=O)cc1 (stereo not drawn)
/	0.07	1.2	CC1=NN(c2ccccc2)C(=O)/C1=C\c1cc(C)n(-c2ccccc2)c1C
22	/	/	C/C(=N\N=C1\NC(=O)C(Cc2ccccc2)S1)c1ccccc1 (stereo not drawn)
/	0.43	0.7	N=C1C(c2nc3ccccc3c(=O)[nH]2)=C(O)CN1CCc1ccccc1
0	0.33	0.67	COC(=O)C1=C(N)Oc2c(oc(CO)cc2=O)C1c1ccccc1F (stereo not drawn)
/	0.06	-0.39	COc1ccc(-n2c(SC3CCOC3=O)nc3ccccc3c2=O)cc1OC (stereo not drawn)
31	/	/	Cc1nnc(SCc2ccccn2)n(N)c1=O
29	0.09	-0.19	O=C(CCN1C(=O)C2(OCCO2)c2ccccc21)c1ccccc1
-77	0.54	0.53	Cc1cc(=O)n(C)c(=O)n1CCCCCCN1CCCC1
/	0.65	0.24	CC(=O)N1CCN=C1SCc1ccccc1F
43	/	/	Cc1cc(C)c(OCC(=O)Nc2cc(C(=O)O)cc(C(=O)O)c2)cc1C
64	-1.5	-0.36	CC(=O)/C=C/c1ccc2ccccc2n1

Other compounds follow:
Insulin prom inh	sdo1 growth	sdo1 growth Rescue 24 h	smiles
-140	0.83	1.3	CCOC(=O)c1c(N)c(C#N)nn1-c1ccccc1C(=O)OC
65	/	/	Cc1cccc(CC2CC(=O)N(c3nc4ccccc4s3)C2=O)c1 (stereo not drawn)
41	0.39	0.04	O=C(CCC(=O)N(c1cccc(F)c1)C(C(=O)NC1CCCC1)c1ccncc1)Nc1cccnc1 (stereo not drawn)
36	1.9	0.9	Cn1c(=O)c2c(nc(NCC3CCCO3)n2C)n(C)c1=O (stereo not drawn)
0	-0.66	-1.1	Cn1cc(Br)c(C(=O)Nc2c(F)c(F)c(F)c(F)c2F)n1
21	-0.19	-0.38	Cc1cc(C)c(OCC(=O)N/N=C/c2ccco2)c(C)c1
-3	0.17	0.37	COc1ccc(CC(=O)N2CC(C)CC(C)C2)cc1 (stereo not drawn)
-92	/	/	O=C(COc1ccccc1C(=O)NCc1ccccn1)Nc1ccc(Br)cc1
/	-0.16	0.73	Cc1cccc(C(=O)NN2C(=O)C3C(c4ccccc4)C=CC(c4ccccc4)C3C2=O)c1 (stereo not drawn)
3	0.56	0.72	CCOc1cc(C2C(C(=O)O)c3cc(OCC)c(OCC)cc3C(=O)N2C)ccc1O (stereo not drawn)
-164	0.06	0.16	CCCCN(C(=O)NC(=O)Nc1c(C)cc(C)cc1C)S(C)(=O)=O
/	0.05	-0.09	O=C(CN(Cc1ccc(F)cc1)C(=O)CCC(=O)Nc1ccccn1)NCc1ccco1

High-throughput results: PubChem BioAssay, several laboratories
